ATXN2 expr inh – reduces ATXN2 reporter expression in HEK-293 cells. Potency, µM (doses to about 57 µM), for inactives: at the highest dose activity change, negative = inhibition, usual class: inhibitors. HEK-293 ATXN2-luciferase reporter, luminescence, 24 h. 360,000 tested, 0.72% active; also: potency is read from the fitted curve at half-maximal effect; % is scaled to controls: 0 for no effect and ±100 for the full control effect; nearly all actives have a fitted effect of over 55% in size
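ATXN2-luciferase reporter cells (luciferase flanked by upstream and downstream ATXN2 gene portions) were treated 24 h at 37 °C with compounds at up to 57 uM. SteadyGlo luminescence gave expression; GF-AFC fluorescence gave viability.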
A549 tox – kills or reduces viability of A549 cells in Nrf2 counter-screen | AID 504648 | A549 ARE-Fluc cells, CellTiter-Fluor viability, 18-24 h | 390,000 tested, 0.16% active | Potency, µM (titrated, usually from 46 µM), inactives show at the highest dose activity change, negative = cytotoxicity, most hits filed as inhibitors; also: potency is read from the fitted curve at half-maximal effect; % is scaled to controls: 0 for no effect and ±100 for the full control effect
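Cytotoxicity counterscreen: CellTiter-Fluor fluorescence was measured in A549 ARE_Fluc cells after 18-24 h of compound exposure in a concentration series. The subsequent BugLite luminescent read reports ARE-luciferase activity.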
Nrf2 ARE act – activators of Nrf2 (ARE) signaling | AREc32 ARE-luciferase reporter (MCF7-derived line), luminescence, 24 h | AID 624171 | 410,000 tested, 0.31% active | Potency, µM (doses to about 46.1 µM), for the others: at the highest dose activation, actives largely listed as activators; also: potency is read from the fitted curve at half-maximal effect; % of control where 0% means no effect; nearly all actives have a fitted effect of over 65% in size
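Quantitative high-throughput format: AREc32 reporter cells, 1000 per well, received compound by pin transfer and were incubated 24 hr at 37 deg C, 5% CO2, before Steady-Glo luminescence detection.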
S2 tox – cell viability loss in ATXN counter-screen. AID 651635. 400,000 tested, 0.49% active. Potency, µM (doses to about 56.7 µM), hits mostly cytotoxic. S2 cells (HEK-293 line with an ATXN2-luciferase reporter) viability, CellTiter-Fluor protease fluorescence, 24 h; also: potency is read from the fitted curve at half-maximal effect; nearly all actives have a fitted effect of over 40% in size
TGFb SMAD3 inh – blocks TGF-b signaling; HepG2 CAGA-GFP TGF-b/SMAD3 reporter, GFP fluorescence, 18 h; TGF-beta stimulated, 500 pg/mL final; 410,000 tested, 1.2% active; AID 588855; Potency, µM (doses to about 46.1 µM), without a hit: at the top dose activity, negative = inhibition, hits mostly inhibitors; also: potency is read from the fitted curve at half-maximal effect; % is scaled to controls: 0 for no effect and ±100 for the full control effect; nearly all actives have a fitted effect of over 65% in size
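Per well, imaged GFP fluorescence of HEPG2 CAGA-GFP cells gives the signal; cells get compound, then TGF-beta (500 pg/mL final), 18 h at 37 degrees C; %Activity versus -TGF-beta and +DMSO controls.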
IL-2 act – activates IL-2 in a cell-based reporter assay; IL-2 activation reporter assay, cell-based qHTS; stimulated with anti-CD3/CD4/CD28 beads; in transgenic mouse T cells; 360,000 tested, 0.065% active; activation, % (series mostly up to about 46 µM); in the data active = activation above about 50%; inconclusive = mostly about 30% to 49%; also: 0% is about no effect
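Readout: EGFP and DsRed signals by fluorescent plate cytometry. Unstimulated transgenic mouse T cells received compound 60 min before antibody-bead stimulation, then incubated 18 h at 37 degrees C.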
EPAC2 ag – activates human EPAC2 exchange factor. Q8WZA2. EPAC2 activation, biochemical qHTS; response scale: 100% = 6.5 mM cAMP response. Potency, µM (doses to about 154 µM), without a hit: top-dose activation, actives largely listed as activators. 360,000 tested, 0.079% active. AID 720711; also: potency is read from the fitted curve at half-maximal effect; nearly all actives have a fitted effect of over 50% in size
Target sequence (Q8WZA2 whole entry, looked up): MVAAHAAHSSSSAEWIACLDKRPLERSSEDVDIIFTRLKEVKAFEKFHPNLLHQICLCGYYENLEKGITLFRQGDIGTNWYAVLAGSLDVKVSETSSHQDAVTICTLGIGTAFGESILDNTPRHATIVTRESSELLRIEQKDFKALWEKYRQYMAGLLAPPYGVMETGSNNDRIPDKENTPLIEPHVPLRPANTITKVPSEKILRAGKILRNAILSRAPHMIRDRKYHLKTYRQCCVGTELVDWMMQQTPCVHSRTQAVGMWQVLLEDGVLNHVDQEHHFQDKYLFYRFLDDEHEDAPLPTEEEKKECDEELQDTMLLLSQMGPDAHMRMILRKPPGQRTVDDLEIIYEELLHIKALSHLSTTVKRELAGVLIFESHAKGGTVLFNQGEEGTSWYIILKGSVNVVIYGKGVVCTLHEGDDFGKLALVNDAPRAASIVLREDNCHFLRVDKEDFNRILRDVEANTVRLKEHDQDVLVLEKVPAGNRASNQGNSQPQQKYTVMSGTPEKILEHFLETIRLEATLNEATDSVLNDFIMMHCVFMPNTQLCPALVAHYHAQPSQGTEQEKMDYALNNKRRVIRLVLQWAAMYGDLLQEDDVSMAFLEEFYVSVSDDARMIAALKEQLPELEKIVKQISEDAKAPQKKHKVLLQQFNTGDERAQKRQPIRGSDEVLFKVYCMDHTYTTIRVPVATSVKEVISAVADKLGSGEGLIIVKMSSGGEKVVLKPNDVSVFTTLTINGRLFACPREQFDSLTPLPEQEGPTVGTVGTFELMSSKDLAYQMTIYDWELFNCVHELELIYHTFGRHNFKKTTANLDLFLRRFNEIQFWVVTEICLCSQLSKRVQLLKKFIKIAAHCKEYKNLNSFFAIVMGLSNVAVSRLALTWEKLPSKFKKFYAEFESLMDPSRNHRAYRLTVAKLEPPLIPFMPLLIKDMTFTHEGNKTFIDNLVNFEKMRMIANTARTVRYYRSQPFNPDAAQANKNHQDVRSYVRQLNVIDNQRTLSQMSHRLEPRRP
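Exchange assay: 100 nM EPAC2 with 250 nM Rap1B-BODIPY-GDP and 50 uM GDP. Fluorescence (ex 480/em 540 nm) read every 5 min for 30 min at room temperature. Data normalized to 6.5 mM cAMP as agonist control.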
Nrf2 inh – inhibitors of Nrf2 signaling; 360,000 tested, 2.1% active; AID 504444; A549 ARE-Fluc reporter, luciferase luminescence, 18-24 h; Potency, µM (titrated, usually from 46 µM), without a hit: at the highest dose activity change, negative = inhibition, actives largely listed as inhibitors; also: potency is read from the fitted curve at half-maximal effect; % is scaled to controls: 0 for no effect and ±100 for the full control effect; nearly all actives have a fitted effect of over 60% in size
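Concentration-response testing used A549 ARE_Fluc cells at 5000 cells/well. Following an 18-24 h compound incubation, viability was read by fluorescence (Ex 405/Em 525) and luciferase output by luminescence.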
HepG2 viability – HepG2 cytotoxicity, counter-screen for TGF-b inhibitors; HepG2 CAGA-GFP viability, ATP luminescence, 18 h; Potency, µM (doses to about 46.1 µM), without a hit: at the highest dose activity change, negative = cytotoxicity, hits mostly cytotoxic; 410,000 tested, 0.76% active; AID 588856; also: potency is read from the fitted curve at half-maximal effect; some results filed as inactive show a strong effect at the top dose
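CellTiter-Glo luminescence gave cytotoxicity after 18 hours at 37 degrees C. The cells were HepG2 CAGA-GFP in 1% FBS DMEM, stimulated with 500 pg/mL TGF-beta after compound addition. %Activity was normalised to no-cell wells (complete cell-killing) and DMSO (no toxicity), and curves were fitted and classified.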
Numbers without * were called inactive; i = inactive; ? = inconclusive; nt = not tested or not shown; & = joins results of further samples; [ ] = remark or other dose. Unless noted, calls follow the shape of the dose curve; as a rule, active = well fitted curve in the direction sought with a large enough effect; inconclusive = small, poorly fitted or top-dose-only effect, or another doubt; inactive = no such curve, though single readings can be large; an effect the other way counts as inactive or inconclusive.

Molecule | Nrf2 ARE act | TGFb SMAD3 inh | EPAC2 ag | ATXN2 expr inh | Nrf2 inh | IL-2 act | HepG2 viability | S2 tox | A549 tox
N#Cc1c(-c2ccccc2)nc(SCC(=O)Nc2ccccc2F)[nH]c1=O | 0.2% | -13.3% | -1.9% | 11.8% | 17.6% | 0.7 | 2.8% | i | 1.4%
CC1=CC(C)(C)N2C(=O)C3(N=C(N)NC(Nc4ccccc4)=N3)c3cc(C)cc1c32 (stereo not drawn) | 3.0% | 38.0%[activator] | -5.8% | -22.4% | nt | 0.0 | -48.6% | ? | -8.0%
CCOc1ccccc1N1CCN(C(=O)CSc2ccc3c(c2)OCCO3)CC1 | -0.6% | ? | 0.9% | 0.9% | -18.7% | 0.2 | -1.6% | i | -1.0%
CC(C)c1c(C(=O)N/N=C/C=C/c2ccccc2)nnn1-c1nonc1N | 2.9% | -25.5% | 7.3% | nt | -5.8% | -0.4 | -21.3% | i | -4.6%
COCCOC(=O)CSc1ncccc1-c1nc2cc(C)c(C)cc2[nH]1 | 2.6% | 11.2% | 2.8% | -19.5% | 14.6µM* | -1.5 | -60.2% | i | 1.7%
O=c1c(-c2ccnn2-c2ccc(F)cc2)cnc2n1CCS2 | 0.5% | -11.1% | 0.6% | 2.4% | -0.9% | -1.5 | -16.5% | i | -0.7%
Cc1cccc(N(CC(=O)NCCSCc2cccc(Cl)c2)S(=O)(=O)c2ccccc2)c1C | 3.1% | -19.0% | nt | 0.0% | -26.7% | nt | -25.9% | i | -4.9%
CC(C)NC(=O)C1(C)CCN1C(=O)Cc1ccc(-c2ccccc2)cc1 (stereo not drawn) | 0.3% | -9.9% | 11.9% | -13.9% | nt | 0.9 | -19.7% | i | nt
CC(=O)OCc1c(C(F)(F)F)nn(C)c1Oc1cccc(C(F)(F)F)c1 | -0.2% | -13.8% | 7.3% | nt | -14.1% | 0.0 | -0.1% | nt | -0.5%
COc1ccccc1Cc1c(-c2ccc(OC)c(OC)c2)nc2ccc(C)cn12 | 4.6% | ? | 12.0% | 0.0% | nt | -0.3 | -18.6% | 22.4µM* | nt
O=C(O)c1ccc(N/N=C/c2cc(Br)cs2)cc1 | -1.3% | 16.2% | 16.6% | 30.6%[activator] | ? | -2.8 | -24.0% | i | ?
CCOc1ccc(N/C=C/C(=O)c2ccccc2)c([N+](=O)[O-])c1 | -0.6% | -4.8% | -3.5% | -42.2% | ? | -0.3 | -57.0% | i | -2.1%
COc1cccc(CN2CCC2(C)C(=O)Nc2ccc(Cl)c(Cl)c2)c1F (stereo not drawn) | 1.3% | -30.4% | 8.7% | -19.1% | nt | -1.0 | -12.6% | i | nt
O=C(OCC(=O)N1N=C(c2ccc(Cl)cc2)CC1c1ccco1)c1cccnc1 (stereo not drawn) | 20µM* | -20.2% | -2.1% | nt | ? | -0.4 | -23.3% | i | 10.5%
NC(=O)c1sc2nc3c(c(-c4ccco4)c2c1N)CCC3 | -1.3% | ? | 12.3% | 50.5%[activator] | 5.8µM* | -2.4 | -35.6% | i | 4.8%
Cc1cccc(OCC(=O)N(Cc2nnc(-c3ccccc3Cl)o2)C2CC2)c1 | 5.1% | 2.2% | 1.1% | -4.9% | -3.4% | 0.1 | -0.1% | i | -13.3%
O=C(NCC1CCCN(C(=O)c2cc(Cl)ccc2F)C1)c1ccc(F)cc1 (stereo not drawn) | -0.4% | 1.2% | -3.2% | -4.0% | 16.3% | -3.2 | -0.4% | ? | -1.1%
Cc1ccc(S(=O)(=O)N2CCC(=O)N2)cc1 | 0.4% | 0.3% | 7.1% | 2.7% | -17.2% | -1.5 | -3.7% | i | 2.7%
COCC(=O)N(Cc1cc2cc(OC)ccc2[nH]c1=O)c1ccccc1OC | 0.7% | -2.1% | -1.3% | 3.8% | ? | 1.0 | -3.8% | i | -3.0%
COc1ccc(CNC(=O)CN(C)S(=O)(=O)c2ccc3nc(C)sc3c2)cc1 | -0.6% | nt | nt | nt | 1.1% | nt | -22.3% | nt | -0.9%
CNS(=O)(=O)c1ccc(OC)c(-c2nnc3c4ccccc4c(C)nn23)c1 | 29.2%&3.3% | ? | 8.2% | -3.7% | -10.9%&-3.7% | -0.1 | -6.9%&-22.6% | i | 3.3%&1.9%
COc1ccccc1N1CCN(C(=S)Nc2ccc3nc(N4CCOCC4)cc(C)c3c2)CC1 | 13.2% | -23.4% | 7.7% | nt | -20.4% | -4.1 | 2.5% | i | -4.8%
O=C(Cc1ccccc1)NC(=S)Nc1cc(C(F)(F)F)ccc1Cl | 2.8% | ? | -0.1% | -12.4% | nt | 0.5 | -31.7% | i | 11.7%
CSc1ccccc1NC(=O)COC(=O)CCC(=O)c1ccc(F)cc1 | 2.1% | 13.4% | 14.4% | -19.7% | -6.4% | -0.7 | -32.9% | i | 1.8%
C=CCn1c(=O)c(C(=O)Nc2ccccc2C(=O)OCC)c(O)c2ccccc21 | -0.1% | 35.9%[activator] | 9.3% | 10.5% | nt | -0.4 | 2.2% | i | -0.5%
COc1ccc(S(=O)(=O)N2CCC(C(=O)NCc3cccs3)CC2)cc1 | -1.0% | -3.8% | 5.8% | -4.2% | -6.7% | 2.0 | -3.0% | i | 0.7%
COc1ccc(-c2nnc(SCC(=O)N(Cc3ccccc3)C(C)(C)C)o2)cc1OC | -0.5% | ? | 3.5% | ? | 23.1µM* | 0.1 | -16.0% | ? | -16.4%
O=C(/C=C/c1ccco1)Nc1ccccc1C(=O)O | 4.4% | ? | 1.3% | -27.1% | ? | -0.9 | -26.8% | i | -6.5%
CC(C)C(N)c1csc(Nc2ccc(S(C)(=O)=O)cc2)n1 (stereo not drawn) | -0.9% | -22.3% | 7.8% | 15.7% | nt | -0.6 | -15.8% | i | nt
Cc1ccc(NC(=O)c2ccc(OCC3CCCO3)cc2)cc1 (stereo not drawn) | 2.8% | -5.1% | -2.7% | 67.9%[activator] | ? | 1.6 | -7.3% | i | -1.7%
O=C(/C=C/Nc1ccc([N+](=O)[O-])cc1)c1ccc(Br)cc1 | 1.8% | 45.5%[activator] | -13.8% | 25.3% | 14.2% | -1.0 | 10.1% | i | -13.6%
C=CCn1cccc(C(=O)Nc2ccc(C)cc2)c1=O | 13.0% | 4.4% | -4.3% | nt | ? | -1.8 | -19.2% | i | 13.1%
CN(C)C(=O)CSc1nnc(CCN)o1 | -0.4% | 7.7% | 8.5% | 7.3% | 9.6% | -2.7 | 7.3% | i | 3.6%
COC(=O)C1=C(C)NC(=O)NC1c1cn(-c2ccccc2)nc1-c1ccc(OC)c(Cl)c1 (stereo not drawn) | 10.0% | ? | nt | -30.7% | nt | nt | -1.9% | ? | 5.2%
CCC(=O)N1CCc2cc(Br)cc(S(=O)(=O)NCc3cccc(OC)c3)c21 | 0.0% | -0.6% | nt | 5.5% | 7.6%[9.27 µM] | nt | -4.8% | i | -16.2%
COc1cc(CN2CCC(C(=O)N3CCCC(C)C3)CC2)cc(OC)c1O (stereo not drawn) | -0.4% | 1.4% | 12.6% | 1.7% | 2.9% | 1.6 | 3.9% | i | 22.8%
O=C1C2CCCCN2C(=O)N1CCCN1CCN(c2cccc(C(F)(F)F)c2)CC1 (stereo not drawn) | 0.5% | -2.3% | -3.6% | -16.4%[11.3 µM] | 0.7% | 1.2 | -3.8% | i | 7.9%
Cc1nc(N)sc1C(=O)N1N=N1 | 0.0% | -14.7% | 2.3% | 9.3% | -1.8% | -1.7 | -0.8% | i | 0.5%
Cn1c(=O)c2c(SCC(=O)NCC3CCCO3)nc(-c3ccccc3F)nc2n(C)c1=O (stereo not drawn) | -0.7% | -1.8% | nt | -7.1% | nt | nt | -1.7% | i | 5.4%
CCO[C@@H]1OC(C(=O)N2CCN(Cc3ccccc3)CC2)=C[C@H](c2ccc(Br)cc2)[C@H]1CCCO | 0.1% | -25.9% | 5.1% | -36.1% | -5.1% | 0.2 | -3.6% | ? | -6.8%
COc1cc(CNc2ccc(C)c(C)c2)cc(OC)c1OC | -0.5% | ? | 5.3% | -16.6% | 0.6% | -2.8 | -17.6% | i | 5.4%[1.84 µM]
Cc1csc(SCC(=O)NC(C)c2ccccc2)n1 (stereo not drawn) | -0.2% | 12.4% | 2.6% | nt | -1.9% | -0.6 | 8.5% | i | 2.3%
Cc1ccc(-c2cn3c(n2)sc2cc(C(=O)NC(C)C45CC6CC(CC(C6)C4)C5)ccc23)cc1 (stereo not drawn) | 2.8% | 8.4% | nt | nt | 10.2% | nt | 8.9% | nt | 2.1%
c1ccc2c(c1)Nc1cc3ccccc3cc1S2 | 9.7% | -2.4% | 21.2% | 11.4% | ? | -2.9 | -4.3% | i | 5.2%
CC1=NN(Cc2c(C)nn(Cc3ccccc3)c2C)C(C)(C)C1 | 0.0% | 19.2% | -2.3% | -2.0% | 3.7% | -0.7 | 3.8% | i | 0.1%
Nc1c(N(Cc2ccccc2)C(=O)COc2ccc(F)cc2Cl)c(=O)[nH]c(=O)n1Cc1ccccc1 | -0.3% | 4.0% | -8.9% | 9.8% | -7.1% | -0.2 | 13.2% | i | 4.1%
O=C(N/N=C/c1ccc([N+](=O)[O-])cc1)c1cc(-c2ccc3c(c2)OCO3)n[nH]1 | 0.0% | 5.1% | 2.8% | nt | -24.1% | 0.4 | 6.4% | ? | 0.0%
C=CCNC(=S)Nc1sc2c(c1C#N)CCCC2 | 3.2% | 4.6% | -5.2% | -2.8% | 2.5% | 2.6 | 6.9% | i | -3.5%
Cc1ccc(NC(=O)Cn2c(=O)nc(-c3ccccc3)c3ccccc32)cc1 | 0.4% | -0.5% | nt | nt | nt | nt | 3.4% | nt | -16.1%

Structures listed so far that bear a hit mark in Nrf2 ARE act.
smiles	Nrf2 ARE act	TGFb SMAD3 inh	IL-2 act
O=C(OCC(=O)N1N=C(c2ccc(Cl)cc2)CC1c1ccco1)c1cccnc1 (stereo not drawn)	20µM*	-20.2%	-0.4

No enrichment for hits; any-hit rate near 4.3%.
